P. falciparum M1AAP – P. falciparum M1AAP inhibitors, biochemical, fluorogenic H-Leu-NHMec substrate, 1536-well (AID 1445); Aminopeptidase N (Plasmodium falciparum (isolate 3D7)); inhibition, % at 30 µM, or IC50 in µM where a hit was titrated; recombinant M1AAP, H-Leu-NHMec fluorogenic kinetic assay; higher % means a stronger effect; 0.42% of 220,000 active;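 active means primary inhibition above the hit cutoff, then over 50% inhibition at one or more dose response concentrations, cut at about 23% in these data, passing the limit was not always enough; inconclusive means conflicting primary data, or primary hits not chosen for dose response; inactive means low primary inhibition, or under 50% at every dose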;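 further: plate controls were DMSO full reaction for no effect and no enzyme background for full effect; strong numbers were not always called active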
LYP inhibition – inhibitors of LYP phosphatase, biochemical, fluorescence intensity, uHTS (AID 1779); 0.054% of 290,000 active; recombinant LYP phosphatase, fluorescence intensity; higher % means a stronger effect; inhibition, % at 11.5 µM; hits with a dose series show IC50 in µM;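 further: plate controls were vehicle with enzyme for no effect and no enzyme for full effect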
PMI inhibitors – inhibitors of human PMI, primary screen, biochemical, fluorescence intensity, coupled assay (AID 1209); Mannose-6-phosphate isomerase (Homo sapiens); purified PMI enzyme, coupled fluorescence intensity; higher % means a stronger effect; inhibition, % at 20 µM; hits with a dose series show IC50 in µM; 0.42% of 190,000 active;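 further: plate controls were DMSO vehicle for no effect and wells lacking substrate for full effect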
P. falciparum M17LAP – P. falciparum M17LAP inhibitors, primary screen, biochemical, fluorogenic H-Leu-NHMec substrate, 1536-well (AID 1619); Leucine aminopeptidase (Plasmodium falciparum (isolate 3D7)); 0.38% of 220,000 active; recombinant M17LAP, H-Leu-NHMec fluorogenic kinetic assay; higher % means a stronger effect; one-dose inhibition, % at 30 µM; IC50 in µM for titrated hits;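 active means compound inhibiting the enzyme by more than half at any dose during confirmatory dose-response retesting; inconclusive means strong single-dose inhibitors picked by rank but not retested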;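 further: plate controls were full reaction with DMSO carrier for no effect and no enzyme background for full effect; strong numbers were not always called active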
human PMI inhibitors – human PMI inhibitors, high substrate, primary screen, biochemical, fluorescence intensity, high mannose 6-phosphate (AID 1220); one-dose inhibition, % at 20 µM; IC50 in µM for titrated hits; 0.66% of 190,000 active; Mannose-6-phosphate isomerase (Homo sapiens); recombinant PMI enzyme, coupled fluorescence intensity; higher % means a stronger effect
AID2073 – inhibitors of Mint1-CaV2.2 protein interaction, biochemical, HTRF (AID 2073); Voltage-dependent N-type calcium channel subunit alpha-1B (Homo sapiens); HTRF protein-protein interaction, Mint1-CaV2.2; higher % means a stronger effect; inhibition, % at 20 µM; hits with a dose series show IC50 in µM; 0.19% of 290,000 active; in the data active means inhibition mostly above about 51%, no sharp cut-off; inconclusive means no clear call, values can overlap the other calls; inactive means mostly below about 53%; further: some results filed as inactive read as strong as hits
Dynein transport – inhibitors of GR-EGFP nuclear translocation, primary screen, dynein cargo transport inhibitor project, imaging, high-content, 3617.4 mouse cells; test concentration mostly 20 µM; stimulated with dexamethasone, 1 µM; stronger effect = lower value; z-score, hits read low; 0.47% of 220,000 active; AID 1381, 2008;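 active means plate z-score of nuclear minus cytoplasmic receptor signal below a set negative limit, without overly bright fluorescence or cell loss, cut at about -3.5 in these data, passing the limit was not always enough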;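 further: z-score of nuclear minus cytoplasmic ring GR-EGFP intensity difference per well; some compounds called inactive have numbers as strong as hits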
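medium = tetracycline-free induction medium containing charcoal-stripped FBS | also added = 1.0 µM final dexamethasone stimulus | schedule = 48 h induction, 1 h compound, 30 min dex at 37 °C | technique = fixed, Hoechst-stained cells imaged at 10x for EGFP | measure = GR-EGFP nuclear translocation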
Siah-1 displacement – Siah-1 peptide-binding antagonists, primary screen, biochemical, fluorescence polarization, rhodamine-plectin, uHTS (AID 1817). displacement, % at 20 µM; hits with a dose series show IC50 in µM. Siah-1 / rhodamine-plectin peptide fluorescence polarization; higher % means a stronger effect. 0.02% of 290,000 active;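 active means displacement of at least 50% at 20 µM, with a fluorescence ratio check between 0.3 and a set limit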;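 further: plate controls were Siah plus tracer with DMSO for no effect and tracer alone without Siah for full effect; strong numbers were not always called active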
XIAP antagonists – XIAP antagonists, biochemical, IAP family, fluorescence polarization (AID 1018); displacement, % at 20 µM, or IC50 in µM where a hit was titrated; 0.007% of 200,000 active; XIAP BIR domain, fluorescence polarization peptide displacement; higher % means a stronger effect; E3 ubiquitin-protein ligase XIAP (Homo sapiens); in the data active means displacement above about 50%; further: a part of the inactive calls stands beside numbers as strong as those of hits
Dynein transport cytoplasmic EGFP – second read-out of Dynein transport, no call of its own (marks repeat the call); z-score; measured here: cytoplasmic GR-EGFP intensity; stronger effect = higher value
Dynein transport nuclear GR-EGFP – recorded beside Dynein transport, whose call it bears; z-score; measured here: nuclear GR-EGFP intensity;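 lower value marks the stronger effect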
Dynein transport cell count – further read-out of Dynein transport, marked with its call; z-score; measured here: cell count per field
* = called active by the depositor; ? = inconclusive; / = no result given. Unless noted, no stated cut-off is given here; in the data, active means inhibition above about 50%; inactive means the rest.

SMILES	XIAP antagonists	Dynein transport	Dynein transport cell count	Siah-1 displacement	AID2073	PMI inhibitors	LYP inhibition	Dynein transport nuclear GR-EGFP	Dynein transport cytoplasmic EGFP	P. falciparum M1AAP	P. falciparum M17LAP	human PMI inhibitors
CCCCn1c(N)c(N(Cc2ccccc2OC)C(=O)COc2ccccc2C#N)c(=O)[nH]c1=O	/	0.12	0.34	2%	-6%	/	-5%	0.095	-0.27	-4%	-10%	/
CC(Oc1ccccc1)C(=O)N/N=C/c1ccccn1 (stereo unspecified)	3.2%	0.68	0.08	19%	-7%	15%	-3%	0.26	-0.38	-2%	14%	13%
Cn1c(SCC(=O)NNC(=O)Cc2ccccc2)nnc1-c1ccccc1	-10%	0.86	-0.3	-1%	-1%	-2%	-2%	0.77	-0.045	-2%	-2%	-4%
O=C(NCCCO)c1ccc2[nH]c3ccccc3c2c1	-7.7%	0.41	-0.21	-2%	?	-3%	-12%	0.78	-0.27	10%	4%	8%
O=C(c1ccc(C(F)(F)F)cc1)C1CCCN(C(=O)CCN2CCCO2)C1 (stereo unspecified)	-6.8%	0.43	-1.8	-2%	3%	1%	-3%	0.6	0.056	4%	5%	-6%
CCN1C(=O)/C(=C/c2ccc(OC)c(OC)c2)N=C1SCC(=O)NCc1ccco1	0.1%	-0.25	-0.31	1%	-11%	-4%	-4%	0.62	-0.24	8%	-1%	-2%
Cc1cc(NC(=O)COC(=O)c2cc3c(s2)CCC(C)C3)no1 (stereo unspecified)	-4.4%	-0.63	0.47	5%	-4%	-7%	-1%	-0.4	-0.21	21%	26%	-12%
CC(=O)Nc1nc(C(F)(F)F)cs1	-1.3%	-1.2	0.31	3%	5%	8%	-8%	-0.83	-0.19	0%	2%	13%
COc1ccc(N2CCN(C(=O)c3ccccc3Br)CC2)c([N+](=O)[O-])c1	-4.4%	0.056	-1	-8%	-7%	1%	-9%	0.72	-0.24	-1%	1%	8%
O=C(c1ccccc1NS(=O)(=O)c1ccc(Br)s1)N1CCCC1	-1.3%	-0.35	0.17	-2%	1%	15%	-4%	-0.14	-0.18	4%	8%	11%

Continued.
SMILES	XIAP antagonists	Dynein transport	Dynein transport cell count	Siah-1 displacement	AID2073	PMI inhibitors	LYP inhibition	Dynein transport nuclear GR-EGFP	Dynein transport cytoplasmic EGFP	P. falciparum M1AAP	P. falciparum M17LAP	human PMI inhibitors
COc1cc2c(=O)n(Cc3ccco3)c(=O)n(CC(=O)c3ccc(Br)cc3)c2cc1OC	2.9%	-0.39	0.56	2%	25%	14%	6%	0.076	-0.21	0%	6%	13%
N#Cc1cc(Br)ccc1N=C1CCCN1c1ccccc1	-7.9%	2	-1.9	-8%	-1%	-2%	-5%	3	0.02	0%	3%	-16%
COC(=O)c1c(NC(=O)C2CC2)sc2c1CCCC2	-1.0%	0.059	0.18	11%	0%	8%	-1%	0.084	-0.18	-5%	-7%	14%
Cc1ccc(C(=O)NCCCNCCCNC(=O)c2ccc(C)nc2)cn1	-5.0%	-0.83	0.084	-3%	-14%	12%	-7%	-0.97	-0.29	2%	3%	12%
COc1ccc(OC)c(-c2[nH]nc3c2C(c2ccco2)C(C#N)=C(N)O3)c1 (stereo unspecified)	-4.4%	-0.9	0.7	0%	-1%	10%	-4%	-0.55	-0.092	12%	43%	8%
N/C(Cn1cncn1)=N\OC(=O)c1ccc(Cl)cc1Cl	-1.0%	-1.1	0.31	-5%	-2%	-6%	-5%	-0.54	-0.34	4%	2%	-1%
Cc1nn(-c2ccccc2)nc1CNC(=O)CC(C)(C)C	/	-0.95	0.52	16%	-2%	/	-11%	-0.42	-0.24	12%	-1%	/
COc1ccc(C2=NO[C@@H]3C(=O)N(c4c(C)cccc4C)C(=O)[C@H]23)cc1OC	-6.4%	-0.89	0.57	1%	-6%	8%	-6%	-0.23	-0.16	-2%	-15%	19%
COc1nccc(-c2ccc(F)cc2)c1C#N	-2.1%	-0.42	-0.023	1%	7%	8%	-5%	0.11	-0.34	-3%	5%	11%
COC(=O)c1c(C)[nH]c(C=Nc2ccc(OC)cc2)c1C	/	-0.62	0.17	3%	1%	/	1%	-0.22	-0.17	13%	11%	/

More compounds follow:
SMILES	XIAP antagonists	Dynein transport	Dynein transport cell count	Siah-1 displacement	AID2073	PMI inhibitors	LYP inhibition	Dynein transport nuclear GR-EGFP	Dynein transport cytoplasmic EGFP	P. falciparum M1AAP	P. falciparum M17LAP	human PMI inhibitors
Cn1c(=O)c2c(O)c(Cc3ccccc3)c(=O)[nH]c2n(C)c1=O	-4.6%	0.24	-0.34	-1%	-2%	0%	2%	0.27	-0.23	6%	14%	6%
Cc1nc2cc(NC(=O)Nc3cccc(F)c3)ccc2n1C	/	0.6	-0.49	-4%	?	/	-4%	1	-0.17	0%	0%	/
CC(=O)c1cccc(OCC(=O)c2cc(C)n(-c3cc(C)on3)c2C)c1	-7.5%	5.5	-2.5	-1%	2%	-8%	2%	5.7	-0.059	12%	4%	-4%
O=C1c2ccccc2NC(c2ccccc2)N1Cc1ccco1 (stereo unspecified)	-2.8%	0.63	0.34	-5%	14%	7%	-9%	0.49	-0.2	1%	-24%	10%
O=C(CSc1ccc2nnc(-c3ccccc3)n2n1)NCC1CCCO1 (stereo unspecified)	-3.8%	-0.0095	-1.2	-6%	29%	-5%	-4%	0.51	-0.22	2%	0%	-8%
Cc1ccc(C)c(N2CCN(c3cnn(-c4nc5ccccc5s4)c(=O)c3Cl)CC2)c1	-3.3%	0.66	0.035	-5%	10%	7%	5%	0.47	-0.23	7%	8%	2%
COc1ccc(NC(=O)CNS(=O)(=O)c2cccc3nonc23)c(OC)c1	-0.4%	-1.1	-0.036	4%	-5%	-10%	-9%	-0.29	-0.18	-5%	7%	-32%
CC(=O)c1ccc(NC(=S)N2c3ccccc3CC2C)cc1 (stereo unspecified)	-4.7%	1.4	-0.59	5%	26%	38%	-1%	1.1	-0.27	5%	27%	19%
CSc1ccc(C#N)cc1NC(=O)c1ccccc1C	-3.8%	-0.044	0.21	-2%	-2%	-6%	-7%	0.26	-0.32	2%	-4%	-2%
c1csc(COc2ccccc2CNC2CCCCC2)c1	-3.8%	-0.64	-1.2	3%	3%	3%	-2%	0.024	1.9	4%	0%	7%

(further entries)
SMILES	XIAP antagonists	Dynein transport	Dynein transport cell count	Siah-1 displacement	AID2073	PMI inhibitors	LYP inhibition	Dynein transport nuclear GR-EGFP	Dynein transport cytoplasmic EGFP	P. falciparum M1AAP	P. falciparum M17LAP	human PMI inhibitors
Cc1nn2c(-n3ccnc3)c3c(nc2c1-c1ccccc1)CCC3	-2.7%	-1.3	1.3	-1%	-2%	4%	0%	-0.51	-0.1	0%	6%	3%
CCCC1=C(C(=O)OCC)C(c2sccc2C)n2ncnc2N1 (stereo unspecified)	/	0.29	0.23	0%	6%	/	-6%	0.16	-0.14	8%	-2%	/
CC1CC(=O)NN=C1c1ccc(NCCO)c([N+](=O)[O-])c1 (stereo unspecified)	-3.6%	-0.31	0.48	0%	1%	14%	1%	-0.45	-0.19	10%	5%	13%
CC1(C)NC(=O)N(CC(=O)OCc2cc(=O)n3cc(Br)ccc3n2)C1=O	-1.0%	1.3	-0.049	-4%	7%	-3%	-8%	0.77	-0.31	3%	2%	7%
O=S(=O)(c1cccc(NC(=S)N2CCN(c3cccc(Cl)c3)CC2)c1)C(F)F	-10%	-0.87	-0.6	3%	-24%	9%	-2%	-0.39	-0.091	-3%	-4%	12%
C/C(=N\N(c1ccccc1)c1ccccc1)c1ccco1	-3.7%	0.79	-0.098	9%	-12%	7%	-3%	0.43	-0.045	6%	-3%	7%
COCCn1nnnc1C(c1ccc(C)cc1)N1CCN(Cc2ccc3c(c2)OCO3)CC1 (stereo unspecified)	-2.8%	-0.19	0.58	-2%	-2%	0%	-7%	0.16	-0.19	7%	16%	-2%
CCOc1ccccc1N(CC(=O)NC1CCCC1)C(=O)CCC(=O)Nc1cc(C)on1	-8.6%	0.33	-0.15	0%	1%	13%	1%	0.18	-0.16	4%	13%	8%
O=[N+]([O-])c1ccn(-c2nc(-c3cccs3)cc(C(F)(F)F)n2)n1	-5.5%	-0.16	-0.16	9%	6%	-15%	-3%	0.021	-0.2	0%	6%	-13%
COc1ccc(C(=O)Nn2c(SCc3ccc([N+](=O)[O-])cc3)nc3ccccc3c2=O)cc1	-3.4%	-0.13	0.61	-3%	4%	17%	8%	-0.31	-0.22	3%	-7%	18%

Additional records:
SMILES	XIAP antagonists	Dynein transport	Dynein transport cell count	Siah-1 displacement	AID2073	PMI inhibitors	LYP inhibition	Dynein transport nuclear GR-EGFP	Dynein transport cytoplasmic EGFP	P. falciparum M1AAP	P. falciparum M17LAP	human PMI inhibitors
CCN(CC)C(=O)CC(c1ccc(N(C)C)cc1)c1c(OC)cc(OC)c2c(-c3ccccc3)cc(=O)oc12 (stereo unspecified)	/	0.05	0.17	0%	7%	/	12%	0.13	-0.81	10%	-7%	/
COC(=O)Nc1ccc(C)c(NC(=O)OC)c1	-3.8%	0.35	-0.46	7%	?	-10%	-2%	0.55	-0.35	2%	-3%	-4%
CC1CN(c2nc3ccccc3nc2C(C#N)C(=O)NCc2ccc3c(c2)OCO3)CC(C)O1 (stereo unspecified)	0.9%	-0.95	1.4	0%	26%	22%	11%	-0.14	2.1	7%	-2%	22%
Cc1cccc(NC(=O)CCN2C(=O)C3C4C=CC(C4)C3C2=O)n1 (stereo unspecified)	-1.8%	-0.1	0.71	0%	22%	11%	-2%	-0.1	-0.041	-5%	-1%	12%
